# Bioassay records deposited in PubChem by National Center for Advancing Translational Sciences (NCATS).
# EPAC1 agonist: qHTS for Agonist of cAMP-regulated guanine nucleotide exchange factor 3 (EPAC1): primary screen. Rap guanine nucleotide exchange factor 3 (Homo sapiens), O95398. 0.073% of 360,000 active. Potency, µM (highest dose often 154 µM), for the others: at the highest dose activation, usual class: activators. EPAC1 agonist qHTS, biochemical assay; response scale: 100% = response to 6.5 mM cAMP; note: potency is the fitted concentration of half-maximal effect; nearly all actives have a fitted effect of over 60% in size
# Target sequence (O95398 whole entry, looked up): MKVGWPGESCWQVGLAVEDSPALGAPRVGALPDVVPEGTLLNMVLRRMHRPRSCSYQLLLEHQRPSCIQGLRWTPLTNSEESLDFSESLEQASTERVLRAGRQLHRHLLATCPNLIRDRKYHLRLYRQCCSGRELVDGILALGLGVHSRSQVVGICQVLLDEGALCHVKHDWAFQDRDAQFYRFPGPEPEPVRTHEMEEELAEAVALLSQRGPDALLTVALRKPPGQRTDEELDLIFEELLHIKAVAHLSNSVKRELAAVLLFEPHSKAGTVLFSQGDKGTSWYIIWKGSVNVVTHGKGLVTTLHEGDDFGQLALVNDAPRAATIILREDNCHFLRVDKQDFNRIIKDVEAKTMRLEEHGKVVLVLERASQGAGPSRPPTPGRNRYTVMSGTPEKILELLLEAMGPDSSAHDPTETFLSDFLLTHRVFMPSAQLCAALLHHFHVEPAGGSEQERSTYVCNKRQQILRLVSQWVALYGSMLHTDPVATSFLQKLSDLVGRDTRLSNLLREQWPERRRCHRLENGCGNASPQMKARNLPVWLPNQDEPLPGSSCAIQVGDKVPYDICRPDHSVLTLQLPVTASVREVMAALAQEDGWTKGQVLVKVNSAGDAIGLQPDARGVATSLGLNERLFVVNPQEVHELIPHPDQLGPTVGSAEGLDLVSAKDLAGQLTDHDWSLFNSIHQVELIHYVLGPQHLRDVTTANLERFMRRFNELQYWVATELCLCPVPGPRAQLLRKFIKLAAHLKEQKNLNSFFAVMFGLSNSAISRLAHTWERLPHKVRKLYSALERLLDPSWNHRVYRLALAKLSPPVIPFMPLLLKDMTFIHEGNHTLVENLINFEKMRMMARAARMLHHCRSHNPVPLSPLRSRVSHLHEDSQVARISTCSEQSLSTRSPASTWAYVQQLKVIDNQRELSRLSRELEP
#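 Read-out is the fluorescence drop as BODIPY-GDP leaves Rap1B (480 nm excitation, 540 nm emission), recorded every 5 minutes over 30 minutes. Reactions held 100 nM EPAC1, 250 nM Rap1B–BODIPY-GDP and 50 uM GDP, with 6.5 mM cAMP setting full activation.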
# PLK1 PBD inh: qHTS for Inhibitors of PLK1-PDB (polo-like kinase 1 - polo-box domain): Primary Screen. Plk1 PBD binding of FITC phosphopeptide, fluorescence polarization. 2.8% of 360,000 active. Serine/threonine-protein kinase PLK1 (Homo sapiens), P53350. Potency, µM, without a hit: max response, negative = inhibition, usual class: inhibitors; note: potency is the fitted concentration of half-maximal effect; series mostly up to about 57 µM; % is set by controls: 0 for no effect and ±100 for the full control effect; nearly all actives have a fitted effect of over 65% in size
# CCT modulator: High-Throughput Screening for Modulators of Cytosolic Chaperonin Activity. purified chaperonin ATPase assay, HTRF ADP detection, 30 min. 0.3% of 360,000 active. activity change, % (test concentration not listed), hits read low; in the data active = activity change below about -30%; note: % is set by controls: 0 for no effect and ±100 for the full control effect
#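 First, chaperonin was dispensed at 40 nM or 20 nM final depending on batch activity. Next, compounds were pinned at 76 uM and ATP added at 10 uM. After 30 min at 37 °C, ADP detection reagents ran 30 min at ambient temperature.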
# MmCpn inh: Inhibitors of TCP-1 ring complex (TRiC) of Methanococcus maripaludis (MmCpn): qHTS. Chaperonin Mm-Cpn (Methanococcus maripaludis). purified Mm-Cpn ATPase, ADP Transcreener TR-FRET. Potency, µM (titrated, usually from 76.9 µM), for the others: at the top dose activity, negative = inhibition, hits mostly inhibitors. 0.031% of 330,000 active. AID 504842, 2011; note: potency is the fitted concentration of half-maximal effect; % is set by controls: 0 for no effect and ±100 for the full control effect; nearly all actives have a fitted effect of over 80% in size
#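 ATP (10 uM final) was added to archaeal chaperonin (25 nM final) after 10 min exposure to test compound at 37°C; after 30 min further incubation, ADP was detected by competitive TR-FRET.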
# PI5P4Ka inh: qHTS for Inhibitors of phosphatidylinositol 5-phosphate 4-kinase (PI5P4K). Phosphatidylinositol 5-phosphate 4-kinase type-2 alpha (Homo sapiens), P48426. PI5P4Kalpha enzyme, ADP-Glo luminescence, 60 min; stronger effect = lower value. max response, %. 1.2% of 330,000 active. AID 652105, 2013; active = max response of -50% or lower; inconclusive = between -30% and -50%; inactive = -30% or higher; note: value at the top dose of about 77 µM; % is set by controls: 0 for no effect and ±100 for the full control effect
#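 ADP-Glo luminescence end-point after a 60 min room-temperature kinase reaction. PI5P4Kalpha and substrate in HEPES pH 7.4 buffer with EGTA, 0.1% CHAPS and 5% DMSO; ATP at 5 microM final.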
# EPAC1 antag: qHTS for Antagonist of cAMP-regulated guanine nucleotide exchange factor 3 (EPAC1): primary screen; Rap guanine nucleotide exchange factor 3 (Homo sapiens), O95398; EPAC1 GEF assay, Rap1b-BODIPY-GDP exchange fluorescence; Potency, µM (highest dose often 115 µM), for the others: top-dose activity change, negative = inhibition, usual class: inhibitors; 0.14% of 360,000 active;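 note: potency is the fitted concentration of half-maximal effect; plate controls were vehicle for no effect and positive control for full effect; nearly all actives have a fitted effect of over 50% in size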
# WRN inhibitor: qHTS for Inhibitors of WRN Helicase; WRN helicase unwinding, fluorescent forked duplex, kinetic; Bifunctional 3'-5' exonuclease/ATP-dependent helicase WRN (Homo sapiens), Q14191; 0.46% of 360,000 active; AID 651768, 2012; Potency, µM (series often up to 114 µM), without a hit: top-dose activity change, negative = inhibition, actives largely listed as inhibitors; note: potency is the fitted concentration of half-maximal effect; % is set by controls: 0 for no effect and ±100 for the full control effect; nearly all actives have a fitted effect of over 55% in size
#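 Kinetic red-fluorescence monitoring (525/598 nm) tracks WRN helicase activity after 100 nM fluorophore-quencher forked duplex and 2 mM ATP are added to 20 nM enzyme pretreated 15 min at room temperature with compound.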
# EPAC2 antag: qHTS for Antagonist of cAMP-regulated guanine nucleotide exchange factor 2 (EPAC2): primary screen; Rap guanine nucleotide exchange factor 4 (Homo sapiens), Q8WZA2; EPAC2 GEF exchange of Rap1B-BODIPY-GDP, fluorescence; Potency, µM (top dose mostly 114 µM), inactives show top-dose activity, negative = inhibition, actives largely listed as inhibitors; 0.18% of 360,000 active; AID 720708, 2013; note: potency is the fitted concentration of half-maximal effect; % is set by controls: 0 for no effect and ±100 for the full control effect; nearly all actives have a fitted effect of over 45% in size; many of its hits are not listed in these tables
# The depositor's hits bear a star; u = inconclusive; x = no result given; [ ] = remark or other dose. Unless noted, calls come from the whole dose curve; as a rule, active = well fitted curve in the direction sought with a large enough effect; inconclusive = small, poorly fitted or top-dose-only effect, or another doubt; inactive = no such curve, though single readings can be large; an effect the other way counts as inactive or inconclusive. An excerpt, so the mix of outcomes need not match the whole.
SMILES,EPAC1 agonist,PLK1 PBD inh,CCT modulator,MmCpn inh,PI5P4Ka inh,EPAC1 antag,WRN inhibitor,EPAC2 antag
COc1ccc2[nH]c3c(c2c1)CCN1C(=O)C(CC(=O)NCCCn2ccnc2)C[C@H](C(=O)N2CCCCC2)[C@@]31CCc1ccccc1 (stereo not given in full),-18%,-6%,0.2,0%,0,-10%,2%,7%
CCOC(=O)/C(=N\Nc1cccc(C(F)(F)F)c1)N(CCOC)CCOC,-5%,2%,-2.4,-1%,x,3%,5%,-4%
CC(=O)Nc1ccc(C(=O)Nc2nc(-c3ccccn3)cs2)cc1,7%,24µM*,-0.1,-11%,-20,6%,9%,6%
CCOC(=O)Cc1csc(NC(=O)CN2C(=O)c3ccccc3S2(=O)=O)n1,-7%,-10%,0.1,-11%,x,1%,2%,6%
CCN(CC(=O)NCc1cccs1)C(=O)c1cccc(S(=O)(=O)N(CC)c2ccccc2)c1,3%,1%,1.2,x,5,-20%,-4%,-12%
Cc1cccc(OCC(=O)Nc2nccs2)c1C,-9%,-8%,-2.5,-5%,-3,14%,9%,5%
Cc1cc(C)c2cc(CN(CC3CCCO3)C(=S)NCc3ccco3)c(=O)[nH]c2c1 (stereo not given),-2%,u,0.2,u,7,u,-3%,-13%
COc1ccc(OC(=O)c2cccc([N+](=O)[O-])c2)c(C(=O)/C=C/c2cccs2)c1,5%,-11%,-1.2,-3%,-4,-22%,-4%,3%
CC(C)CN(C(=O)COC(=O)c1cncc(Br)c1)c1c(N)n(Cc2ccccc2)c(=O)[nH]c1=O,-1%,-17%,-1.0,2%,-1,9%,u,-4%
N#Cc1ccc(CNc2cnccn2)cc1,3%,3%,-0.7,3%,x,6%,-6%,5%
CCCCOC(=O)c1ccc(NC(=O)c2cnccn2)cc1,3%,-22%,-1.8,4%,4,0%,-7%,6%
COc1ccccc1NC(=O)C(C)OC(=O)C(C)SCC(=O)Nc1ccc(C)cc1 (stereo not given),-2%,-4%,-1.9,-2%,11,-26%,-2%,-6%
Cn1c(=O)c2c(SCC(=O)N3CCOCC3)nc(-c3ccccc3Cl)nc2n(C)c1=O,6%,-3%,-30*,1%,2,-9%,-6%,3%
CCCCN(C)CCNC(=O)C(NC(=O)C1CCC(C)CC1)C(C)C (stereo not given),0%,-2%,2.1,2%,2,11%,-13%,11%
O=C(Nc1ccc(Cl)cn1)Nc1cccs1,-6%,-6%,-1.0,-11%,3,-5%,1%,-3%
CN(Cc1ccccc1)C(=O)c1ccc2c(c1)S(=O)(=O)N=C1CCCCCN12,3%,-7%,-2.7,-1%,1,-15%,5%,4%
CC(C)CN(C(=O)COC(=O)c1ccc([N+](=O)[O-])s1)c1c(N)n(Cc2ccccc2)c(=O)[nH]c1=O,2%,-9%,-0.7,-19%,-8,-21%,3%,3%
CC(C)Oc1cccc(C(=O)C2CCCN(Cc3cnc(N4CCOCC4)s3)C2)c1 (stereo not given),9%,-3%,-1.4,0%,5,2%,3%,-1%
N#CCC(=O)Nc1ccc(C(=O)OCC(=O)c2ccc3c(c2)OCCO3)cc1,2%,12µM*,-0.9,u,-74*,-12%,-9%,0%
Cc1ccc(S(=O)(=O)NC2(C(=O)O)CCCCC2)cc1,9%,-3%,-0.8,1%,1,-3%,-2%,-2%[57.1 µM]
O=C1NC[C@H](Cc2ccc(O)cc2)N(CCc2cccc3ccccc23)C1=O,7%,0%,-2.5,2%,-6,-17%,8%,0%
COC(CNC(=O)c1cccc2c1C(=O)N(Cc1cccnc1)C2)OC,-8%,-1%,-1.3,4%,3,13%,0%,14%
O=C1CC(c2ccncc2)c2cc3c(cc2N1)OCCO3 (stereo not given),-3%,-6%,0.2,0%,-23,9%,-4%,14%
COc1ccc(NC(=O)COC(=O)CNC(=O)c2cc(OC)c(OC)c(OC)c2)cc1,4%,-11%,0.1,-1%,-1,8%,14%,3%
NCCCCCc1nnc(SCc2ccccc2Cl)o1,-1%,-8%,-2.1,-1%,0,9%,11%,6%[57.1 µM]

# Molecules from the list above that have a Cl atom, in the order listed:
SMILES,EPAC1 agonist,PLK1 PBD inh,CCT modulator,MmCpn inh,PI5P4Ka inh,EPAC1 antag,WRN inhibitor,EPAC2 antag
Cn1c(=O)c2c(SCC(=O)N3CCOCC3)nc(-c3ccccc3Cl)nc2n(C)c1=O,6%,-3%,-30*,1%,2,-9%,-6%,3%
O=C(Nc1ccc(Cl)cn1)Nc1cccs1,-6%,-6%,-1.0,-11%,3,-5%,1%,-3%
NCCCCCc1nnc(SCc2ccccc2Cl)o1,-1%,-8%,-2.1,-1%,0,9%,11%,6%[57.1 µM]

# Other compounds
SMILES,EPAC1 agonist,PLK1 PBD inh,CCT modulator,MmCpn inh,PI5P4Ka inh,EPAC1 antag,WRN inhibitor,EPAC2 antag
COCCC(=O)N1CCC(C(=O)Nc2ccc(Oc3ccccc3)nc2)CC1,2%,-9%,-0.1,2%,-4,6%,-5%,3%
O/N=C/c1ccn(-c2ccc(Br)cc2)c1,-4%,-3%,-1.5,-2%,-8,-11%,7%,0%
CC(C)(C)OC(=O)CNC(=O)c1[nH]cnc1C(=O)NC1CCN(C(=O)OC(C)(C)C)CC1,-5%,-10%,-2.6,-1%,-6,-9%,7%,0%
Cc1c(C#N)c(=O)c(-[n+]2ccccc2)c([S-])n1-c1ccc(Cl)cc1,-9%,u,-0.6,4%,-4,-17%,0%,-3%
CCc1ccc(NC(=O)CS(=O)CC(=O)Nc2ccc(F)cc2F)cc1 (stereo not given),-2%,-10%,0.1,0%,x,-1%,-9%,12%
CC(C)(Oc1ccc(Cl)cc1)C(=O)N1CCN(c2ccccn2)CC1,5%,-8%,-2.6,0%,9,-21%,-6%,-10%[57.1 µM]
CC1(C)C(=O)Nc2ccccc2N1C(=O)COC(=O)Cc1ccccc1F,-10%,3%,-0.2,0%,-20,-6%,-3%,-1%
O=c1[nH]c(/C(Cl)=C/c2cc(Cl)ccc2O)nc2cc(Cl)ccc12,1%,-9%,0.8,1%,-10,-3%,-8%,-27%
O=C(COc1ccc(Br)cc1)Nc1ccccc1N1CCCC1,-15%,-5%,1.1,0%,1,-5%,8%,4%
c1ccc2c(c1)NC1(CCCCCC1)n1c-2nc2ccccc21,6%,-5%,0.7,-6%,2,-9%,-16%,-13%
COC(=O)C1=C(N)Oc2cc(C)n(Cc3ccccc3)c(=O)c2C1c1ccccc1 (stereo not given),24%,-6%,-4.9,-1%,1,5%,-8%,-6%
Cc1ccccc1OCC(=O)Nc1nnc(C2CCCC2)s1,5%,0%,-1.0,0%,-3,-16%,0%,0%
CC(C)NC(=S)NN=C1c2ccccc2-c2ccccc21,3%,-3%,-1.1,-1%,-4,4%,-13%,0%
CCn1c(COc2ccc(=O)n(-c3ccccc3)n2)nnc1SCC(=O)OC,3%,-3%,1.1,-1%,1,-19%,-1%,2%
Nc1nc2ccccc2[nH]1,7%,-3%,-2.4,1%,6,-1%,12%,6%
O=C(NCCCN1CCCCC1)C1CCN(c2ncnc3c2nc2n3CCCCC2)CC1,-13%,27µM*,0.1,1%,-8,2%,14%,1%
Cc1cc(NC(=S)N(Cc2ccc(Br)cc2)Cc2ccc(C(=O)O)cc2)ccc1Cl,16%,u,-4.9,0%,2,u,-24%,-16%
Cc1c(C(=O)N2CCCC2)c(S(=O)(=O)NCCc2ccccc2)c(C)n1C,-13%,-6%,-1.2,2%,-4,7%,6%,2%
Cc1ccc(CN(C)CC(=O)Nc2ccc3c(c2)CCC3)cc1,6%,4%,-2.4,0%,7,-13%,-4%,-11%
Cc1cccc(NC(=S)NNC(=O)c2ccco2)c1,14%,-17%,-1.7,0%,x,-6%,8%,6%
CC(C)c1nnc(NC(=O)COc2ccccc2[N+](=O)[O-])s1,13%,-2%,-0.9,2%,-9,2%,-6%,-4%
Cc1ccc(NC(=O)c2cc(C)nc3ccccc23)c(Br)c1,2%,u,-2.4,1%,-6,-10%,-11%,-14%
COc1ccc(OC)c(C2C=C(C34CC5CC(CC(C5)C3)C4)NC(=S)N2)c1 (stereo not given),0%,-15%,-1.2,1%,-8,-15%,-8%,17%
CCCCOC(=O)C1=C(C)NC(=O)NC1c1cccc([N+](=O)[O-])c1 (stereo not given),6%,5%,1.4,1%,1,-15%,-9%,-5%
c1csc(-c2ccc3nncn3c2)c1,-4%,-1%,0.4,x,u,-2%,-35%,13%
# Following part:
SMILES,EPAC1 agonist,PLK1 PBD inh,CCT modulator,MmCpn inh,PI5P4Ka inh,EPAC1 antag,WRN inhibitor,EPAC2 antag
Cc1ccc(C(=O)OC2CCOC2=O)cc1NC(=O)c1ccco1 (stereo not given),-5%,-15%,-6.7,x,3,2%,2%,-7%
COC(=O)c1cc(O)c(O)c(O)c1,-2%,1%,-1.2,0%,-5,-10%,4%,0%
COc1ccc(C2=NN(C(=O)c3ccccc3)C(c3ccccc3)C2)c(O)c1 (stereo not given),-8%,-1%,2.2,2%,1,-11%,-6%,-11%
COc1ccc(CCNC(=O)CCc2cc(OC)c(OC)c(OC)c2)cc1OC,-1%,-1%,0.0,0%,-8,-4%,-1%,2%
O=C(NCCc1cccc(Cl)c1)c1cc2ccccc2oc1=O,4%,-9%,-9.2,1%,9,10%,-29%,1%
S=C(NCc1ccc2c(c1)OCO2)Nc1ccc2nsnc2c1,15%,-26%,0.3,u,0,-17%,3%,-11%
CCOC(=O)c1ccccc1OC(=O)NNc1ccccc1,3%,-7%,-2.7,x,-2,-2%,-1%,1%
O=C(/C=C/c1ccc(Cl)c(Cl)c1)NCCCn1ccnc1,1%,-17%,-2.1,0%,2,4%,12%,-5%
O=S(=O)(Nc1cccnc1)c1ccccc1,4%,-5%,-0.3,3%,2,-1%,2%,5%
C=CCNc1ncnc2c1ncn2[C@H]1CN(CCOC)C[C@@H](CO)O1,-16%,2%,-0.7,x,-9,10%,6%,11%
